High-throughput results: PubChem, National Center for Advancing Translational Sciences (NCATS)
Sm TGR inh: inhibitors of Schistosoma mansoni thioredoxin glutathione reductase | Q962Y6 | purified TGR, DTNB reduction, TNB absorbance 405 nm | Potency, µM (titrated, usually from 114 µM), inactives show at the top dose activity change, negative = inhibition, most hits filed as inhibitors | actives 3% (n = 360,000) | AID 485364; further: potency means the concentration at half of the fitted maximal effect; nearly all actives have a fitted effect of over 60% in size
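TGR 20 nM + NADPH 100 uM (dispensed conc.), cpd preinc 15 min RT; start with NADPH (500 uM addition) then DTNB (15 mM addition). Kinetic TNB absorbance, 405 nm filter. Four-parameter Hill fit across titration.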
Tb PYK inh: blocks Trypanosoma brucei pyruvate kinase; actives 0.12% (n = 410,000); TbPYK enzyme, Kinase-Glo Plus ATP luminescence, 45 min; Q57TT1; Potency, µM (doses to about 76.8 µM), for the others: top-dose activity, negative = inhibition, most hits filed as inhibitors; further: potency means the concentration at half of the fitted maximal effect; nearly all actives have a fitted effect of over 50% in size
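Screened from lowest to highest concentration, compounds were pinned into TbPYK/substrate mixtures, and ADP (130 uM final) was added. Plates sat at room temperature for 45 min prior to Kinase-Glo Plus detection by luminescence.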
AmpC no deterg: AmpC beta-lactamase inhibition without detergent. AmpC nitrocefin hydrolysis, absorbance 480 nm, 0.0001% Triton. Potency, µM (series often up to 57.1 µM), for inactives: top-dose activity change, negative = inhibition, actives largely listed as inhibitors. actives 0.52% (n = 330,000);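 further: potency means the concentration at half of the fitted maximal effect; plate controls were no compound for no effect and no enzyme for full effect; nearly all actives have a fitted effect of over 20% in size; some results filed as inactive show a strong effect at the top dose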
Target sequence (P00811 whole entry, looked up): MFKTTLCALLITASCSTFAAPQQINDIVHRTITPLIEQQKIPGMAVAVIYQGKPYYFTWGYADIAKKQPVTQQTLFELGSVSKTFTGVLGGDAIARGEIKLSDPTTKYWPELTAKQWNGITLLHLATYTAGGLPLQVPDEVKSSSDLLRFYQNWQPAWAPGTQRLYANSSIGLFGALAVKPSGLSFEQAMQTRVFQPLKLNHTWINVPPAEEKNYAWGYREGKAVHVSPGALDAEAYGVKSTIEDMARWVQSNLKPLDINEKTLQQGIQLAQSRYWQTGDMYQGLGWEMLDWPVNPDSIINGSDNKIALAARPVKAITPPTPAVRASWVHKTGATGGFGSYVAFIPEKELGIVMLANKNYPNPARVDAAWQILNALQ
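AmpC (5.3 nM in the dispensed reagent) in 20 mM phosphate pH 7.0 with 0.01% (detergent screen) or 0.0001% Triton X-100 was preincubated with compounds for 15 min at room temperature. Nitrocefin was then added from an 800 uM solution, and hydrolysis was followed at 480 nm.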
HCMV antiviral: inhibitors of human cytomegalovirus; activity change, negative = inhibition, % at 57.5 µM; HFF cells, HCMV-luciferase reporter, 72 h; stronger effect = lower value; AID 1259415; actives 4.5% (n = 410,000); in the data active means activity change below about -60%; inconclusive means no clear call, values can overlap the other calls; inactive means above about -39%
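Luciferase read-out from HCMV-luciferase-infected HFFs (MOI 1 PFU/cell) 72 h post infection at 37C; compounds added after 16 h cell attachment; activity normalized between buffer-only basal and Salinomycin (10uM) inhibitor controls.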
AmpC detergent: inhibitors of E. coli AmpC beta-lactamase with detergent. P00811. actives 0.041% (n = 370,000). AID 485294. AmpC hydrolysis of nitrocefin, absorbance 480 nm, 0.01% Triton. Potency, µM (titrated, usually from 114 µM), for the others: top-dose activity change, negative = inhibition, most hits filed as inhibitors;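 further: potency means the concentration at half of the fitted maximal effect; 0% = no-compound wells and -100% = no-enzyme wells; nearly all actives have a fitted effect of over 25% in size; some results filed as inactive show a strong effect at the top dose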
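20 mM phosphate pH 7.0 + 0.01% (detergent screen) or 0.0001% Triton X-100; 5.3 nM AmpC reagent; cpd preinc 15 min RT; nitrocefin (800 uM stock) to start; A480 q20 s × 4 min; Activity was normalised to no-enzyme and no-compound control wells.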
LmPK inh: blocks Leishmania mexicana pyruvate kinase activity; purified LmPK, Kinase-Glo ATP luminescence, 1 h; Potency, µM (titrated, usually from 57.5 µM), inactives show at the highest dose activity change, negative = inhibition, usual class: inhibitors; actives 0.37% (n = 290,000); AID 1721; further: potency means the concentration at half of the fitted maximal effect
Target sequence (Q27686 whole entry, looked up): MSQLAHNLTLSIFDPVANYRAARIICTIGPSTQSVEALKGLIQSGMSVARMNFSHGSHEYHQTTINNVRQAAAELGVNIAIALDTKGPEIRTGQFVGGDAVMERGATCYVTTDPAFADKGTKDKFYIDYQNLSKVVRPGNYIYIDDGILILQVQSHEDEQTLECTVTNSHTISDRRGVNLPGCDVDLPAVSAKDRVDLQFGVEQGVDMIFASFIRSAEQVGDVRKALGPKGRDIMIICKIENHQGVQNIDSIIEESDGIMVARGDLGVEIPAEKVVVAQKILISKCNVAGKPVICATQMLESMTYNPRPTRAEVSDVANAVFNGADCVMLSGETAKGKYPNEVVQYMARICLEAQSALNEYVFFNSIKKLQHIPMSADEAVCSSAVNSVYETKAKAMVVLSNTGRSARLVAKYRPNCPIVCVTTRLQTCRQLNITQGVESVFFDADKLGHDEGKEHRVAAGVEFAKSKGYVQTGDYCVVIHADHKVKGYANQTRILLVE
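Screened at intermediate enzyme activity to detect both inhibitors and activators: LmPK at 0.1 nM, with a 0.5 nM enzyme column as activation reference. PEP 0.5 mM, ADP 0.1 mM; ATP detected by luminescence after 1 h.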
AMA1-RON2 inh: disrupts binding of P. falciparum AMA1 to RON2 | Potency, µM (titrated, usually from 58.2 µM), for inactives: top-dose activity change, negative = inhibition, most hits filed as inhibitors | actives 0.2% (n = 360,000) | AID 720542 | AlphaScreen AMA1-biotinylated RON2 peptide binding;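 further: potency means the concentration at half of the fitted maximal effect; 0% = vehicle wells and -100% = peptide control; nearly all actives have a fitted effect of over 45% in size; some results filed as inactive show a strong effect at the top dose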
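AMA1 (3D7) with his tag at 25 nM final met compounds first, then biotinylated RON2 peptide at 25 nM; detection used donor plus acceptor beads, 10 µg/mL apiece, read by AlphaScreen after 30 min at room temperature.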
Active calls of the source: *; ? = inconclusive; . = no result given; [ ] = remark or other dose. Unless noted, the call rests on the fitted dose curve; in most records, active means well fitted curve in the direction sought with a large enough effect; inconclusive means small, poorly fitted or top-dose-only effect, or another doubt; inactive means no such curve, though single readings can be large; an effect the other way counts as inactive or inconclusive. Unless noted, on the % scale 0 is the no-effect control and ±100 the full control effect.

canonical_smiles | Sm TGR inh | Tb PYK inh | AmpC no deterg | HCMV antiviral | AmpC detergent | LmPK inh | AMA1-RON2 inh
Cc1cccc(NS(=O)(=O)c2cc3c(cc2C)n(C)c(=O)c(=O)n3C)c1 | -4.4% | -0.1% | -16.5% | -29.3 | -7.1% | -7.5% | -11.0%
COc1ccc(CSc2nc3ccccc3c(=O)[nH]2)cc1F | -12.4% | -2.7% | -40.7% | -30.8 | ? | 3.0% | -3.4%
CCN(C(=O)CN1C(=O)/C(=C/c2ccc(F)cc2)SC1=S)C1CCS(=O)(=O)C1 (stereo not given) | -8.7% | -4.2% | 69.8%[activator] | -19.6 | -8.8% | -9.2% | -3.9%
COc1ccc2ccc(O)c(CN(C)CC(=O)Nc3ccccc3C(F)(F)F)c2c1 | 1.78µM* | -15.5% | -43.1% | -2.2 | 0.9% | 1.7% | 62.0%[activator]
Cc1ccc(S(=O)(=O)N(C)c2ccc(C(=O)Nc3cccc(C)n3)cc2)cc1 | -4.3% | -2.2% | -13.2% | -76.6* | 0.3% | -3.0% | -6.3%
Cc1ccc(NC(=O)CCSc2ccccc2)c(C)c1 | . | . | -9.3% | . | 3.1% | 1.0% | .
COc1ccc(C(=O)CSc2nc(=O)n(Cc3cccnc3)c3c2CCC3)cc1 | . | -4.4% | . | -27.7 | . | . | 0.0%
CC1CCN(c2ccc3c(c2)S(=O)(=O)c2cccc(C(=O)NC4CC4)c2C3=O)CC1 | . | 0.5% | 2.8% | -61.6* | . | . | 0.4%
CN1CCN(c2ccc(NC(=O)c3cc(S(N)(=O)=O)ccc3N3CCOCC3)cc2)CC1 | -9.5% | 4.4% | -7.9% | -10.7 | -16.0% | . | 4.0%
CCN(CC(=O)NC1CCS(=O)(=O)C1)Cc1nc2c(Br)cc(Br)cc2c(=O)[nH]1 (stereo not given) | 2.5% | 3.4% | 27.2% | -37.6 | -4.7% | 2.1% | 132.0%[activator]
CC(C)(C)c1cc(CP(=O)(c2ccccc2)c2ccccc2)cc(C(C)(C)C)c1O | ? | 4.2% | 56.5%[activator] | -14.0 | ? | -3.4% | -2.6%
FC(F)Oc1cccc2cccnc12 | -3.3% | 2.7% | -10.5% | ? | -8.7% | -5.6% | -7.3%
CC(C)C[C@H](NC(=O)C1CCC(CNC(=O)[C@@H]2CCCN2C(=O)OC(C)(C)C)CC1)C(=O)O (stereo not given in full) | ? | 1.0% | -3.6% | 24.0 | -8.1% | 6.6% | -0.2%
O=C(O)C1CC=CCC1C(=O)c1ccccc1 (stereo not given) | -11.3% | -4.8% | -14.7% | 36.1 | 1.3% | 0.2% | 26.9%
Cc1c(N(C)S(=O)(=O)c2ccc(Cl)c(C(=O)N3CCC(C(N)=O)CC3)c2)c(=O)n(-c2ccccc2)n1C | -0.2% | -8.7% | -9.7% | -10.5 | -9.8% | . | -8.9%
O=C(COc1ccccc1Cl)NC(=O)NC1CCCC1 | -1.8%[11.4 µM] | 0.2% | -12.3% | -17.5 | -10.7% | 1.2% | 14.3%
COc1ccc(-c2nc3scc(-c4ccccc4)n3n2)cc1 | -7.0% | 1.9% | -21.3% | 111.5 | -9.1% | -8.5% | -17.7%
COc1ccc(C(=O)c2nc3ccccc3n2C(C)C)cc1OC | 28.0% | 3.9% | 59.5% | 15.6 | -11.8% | 0.5% | 13.6%
COc1ccc(/C=C/C(=O)O)cc1S(=O)(=O)N1CCC(C)CC1 | -20.2% | 3.7% | -9.5% | 2.6 | 0.6% | 3.4% | -4.3%
Cc1ccc(NS(=O)(=O)c2ccc3c(c2)NC(=O)CO3)cc1C | -14.3% | 3.7% | -41.4% | -38.8 | -4.1% | -12.0% | -5.0%
O=[N+]([O-])c1cccc(CSc2nc3ccccc3[nH]2)c1 | -18.4% | 1.3% | -15.1% | -24.3 | -7.2% | -1.7% | -22.7%
S=c1[nH]nc(-c2cccs2)n1/N=C/c1cccs1 | 4.2% | ? | -20.7% | -17.5 | ? | ? | 43.1%[activator]
CCOc1ccc(N(Cc2ccccc2)C(=O)c2nc(SC)ncc2Cl)cc1 | -4.9% | 7.2% | . | -25.9 | 3.0% | . | .
C=CCN(c1cccc(C(F)(F)F)c1)S(=O)(=O)c1cccc(C(=O)OCC(=O)Nc2ccccc2)c1 | -3.8% | 1.7% | -15.6% | -1.1 | 9.5% | -3.3% | 7.9%
O=C1CC(c2ccccc2)CN1C(=O)c1ccccc1 (stereo not given) | 3.9% | 8.8% | 1.2% | -28.4 | 6.0% | 10.1% | 8.4%

More records:
canonical_smiles | Sm TGR inh | Tb PYK inh | AmpC no deterg | HCMV antiviral | AmpC detergent | LmPK inh | AMA1-RON2 inh
CC(C)CCNC(=O)c1ccc(-n2cnc3cccnc32)cc1 | -0.5% | 0.0% | -16.0% | ? | -0.3% | 6.0% | 8.8%
Cc1cc(OC(=O)c2cc(Cl)nc3ccccc23)ccc1Cl | -5.2% | -5.5% | -7.5% | 9.9 | -4.4% | 10.7% | 3.4%
CCOC(=O)Nc1c2ccccc2nc2ccccc12 | 8.5% | 1.4% | -15.4% | -12.4 | -1.5% | -0.6% | -1.2%
CNC(=O)COC(=O)/C=C/c1ccc(F)cc1 | 0.4% | 3.8% | -7.7% | -12.8 | -9.3% | -3.6% | 15.3%
CCCCC1CC1C(=O)Nc1ccc(OC)c(OC)c1 (stereo not given) | -3.0% | -3.2% | -0.3% | -23.0 | -1.7% | 8.0% | 9.2%
O=C(CCc1nnc2n(Cc3ccc(Cl)cc3)c(=O)c3ccccc3n12)NCCN1CCCC1 | 3.6% | 0.3% | 117.4%[activator] | -14.4 | -0.2% | -1.1% | -0.8%
CC(C)C(=O)N(Cc1ccccc1)c1ccccn1 | 1.6% | -3.1% | 14.3% | 38.7 | -2.9% | 4.8% | -3.7%
CCN(Cc1cc(=O)n2ccsc2n1)Cc1nc2ccccc2c(=O)[nH]1 | -8.7% | -3.1% | -26.9% | 2.3 | ? | 1.7% | 102.2%[activator]
CC(C)CC(c1nnnn1Cc1ccc(F)cc1)N1CCC(C(N)=O)CC1 (stereo not given) | -2.4% | -2.3% | 47.7% | 12.0 | 0.7% | -2.1% | 8.5%
C=CCCN([C@@H](C)C(=O)OC)S(=O)(=O)c1ccccc1Br | -3.7% | 2.6% | -4.0% | 6.4 | -3.4% | 1.8% | 7.9%
O=C(O)c1cn(-c2ccccc2)nc1-c1ccc(Cl)cc1 | . | -1.8% | . | 2.8 | . | . | 10.9%
CCOC(=O)Cn1c(C)cc(=O)c2ccccc21 | 16.6% | 3.6% | -25.3% | -4.9 | -12.7% | -0.6% | -14.8%
S=C1SCN(Cc2ccccn2)CN1Cc1ccco1 | -9.8% | -5.3% | -22.1% | ? | 3.8% | 0.0% | -17.2%
O=C(Cc1ccccc1)Nc1ccc(NC(=O)c2cccnc2)cc1 | 3.4% | -3.8% | 4.4% | -2.3 | 4.6% | 0.2% | -3.9%
Cc1cc(C)cc(C(=O)O/N=C(\N)c2ccc(Br)cc2)c1 | 7.7% | -0.5% | -17.1% | 13.5 | -12.5% | 3.9% | 2.8%
O=C(Nc1ccc(C(F)(F)F)cc1)c1ccc2ncsc2c1 | -13.6% | ? | -17.6% | 29.6 | -5.8% | 6.7% | -5.3%
O=C(Cn1c(=O)n(CC2CCCO2)c(=O)c2ccccc21)N1CCN(c2ccccc2)CC1 (stereo not given) | -8.7% | -0.7% | -10.7% | 39.8 | -4.3% | -9.0% | 13.2%
Cc1cccc(N(CC(=O)NC(C)(C)C)C(=O)CNC(=O)c2cccs2)c1C | -20.0% | 0.1% | -11.7% | ? | 5.0% | 4.9% | -7.6%
COc1ccccc1NC(=O)c1cc(S(=O)(=O)NCc2ccccc2)ccc1F | -1.4% | 0.0% | -17.0% | 42.5 | -8.9% | -3.0% | 3.2%
Cc1ccc(NC(=O)c2cc(-c3ccc(C)o3)nc3ccccc23)cc1 | 25.1µM* | ? | 5.2% | 18.3 | 2.1% | -0.4% | -2.6%
C=CCN1CCN(c2ccncc2S(=O)(=O)N2CCOCC2)CC1 | -23.1% | 1.5% | -7.8% | 3.8 | 1.2% | 3.0% | 3.6%
CC(=O)Nc1sc(N/N=C\c2ccccc2Cl)nc1-c1cccs1 | -9.1% | 1.2% | -7.5% | -83.4* | -10.7% | -1.5% | -23.3%
Cc1nn(-c2ccc(F)cc2)c2nc(N)c(C#N)c(-c3ccc(O)c(O)c3)c12 | -12.6% | -9.0% | 14.1µM* | 33.4 | 1.9% | -2.9% | -23.6%
C[C@@H]1CN([C@H](C)CO)C(=O)c2c(c3ccccc3n2C)-c2ccccc2CO[C@H]1CN(C)C(=O)Nc1ccccc1 | . | 8.7% | . | 6.5 | . | . | -1.3%
Cc1cc(C(=O)Nc2nnc(C(F)(F)F)s2)no1 | 15.0% | 0.8% | -25.8% | 118.3 | -0.7% | 3.2% | 0.0%

(next part)
canonical_smiles | Sm TGR inh | Tb PYK inh | AmpC no deterg | HCMV antiviral | AmpC detergent | LmPK inh | AMA1-RON2 inh
Fc1ccccc1N1CCN(Cc2nnc(-c3ccc4c(c3)OCO4)o2)CC1 | 7.7% | 2.6% | . | -5.5 | 13.7% | . | .
CC(=C/C(=O)O)/C=C/c1ccc(Cl)o1 | 0.0% | -11.2% | -11.8% | 28.4 | -2.2% | 8.5% | 1.1%
CCCCN(CC)CCCNC(=O)c1cn(-c2ccc(OC)cc2)c(=O)c2ccccc12 | 0.3% | 0.0% | -16.3% | ? | -1.6% | -2.7% | 4.1%
COc1ccc(N(C)S(=O)(=O)c2cccc(C(=O)NC3=NCCS3)c2)cc1 | -7.9% | -3.0% | -12.3% | 1.6 | -0.8% | -2.3% | 42.5%[activator]

Complete entries as entered above. Values in the order: Sm TGR inh | Tb PYK inh | AmpC no deterg | HCMV antiviral | AmpC detergent | LmPK inh | AMA1-RON2 inh
`CC(=C/C(=O)O)/C=C/c1ccc(Cl)o1` in the list: 0.0% | -11.2% | -11.8% | 28.4 | -2.2% | 8.5% | 1.1%
`COc1ccc(N(C)S(=O)(=O)c2cccc(C(=O)NC3=NCCS3)c2)cc1` in the list: -7.9% | -3.0% | -12.3% | 1.6 | -0.8% | -2.3% | 42.5%[activator]
